Mcl1 Noxa PPI – Mcl-1/Noxa binding inhibitors, primary screen, biochemical, TR-FRET, 1536-well; Induced myeloid leukemia cell differentiation protein Mcl-1 (Homo sapiens), Q07820; TR-FRET Mcl-1/Noxa peptide binding, 2 h; inhibition, % at 21.7 µM; 220,000 tested, 1.5% active; AID 1022, 2008;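 active = compounds that cut the protein-peptide binding signal by more than 50% relative to plate controls in a single-dose test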;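 also: His-tagged Mcl-1 with rhodamine Noxa BH3 peptide and terbium anti-His antibody; 0% = Mcl-1 plus Noxa peptide wells and 100% = peptide-only wells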
Target sequence (Q07820 whole entry, looked up): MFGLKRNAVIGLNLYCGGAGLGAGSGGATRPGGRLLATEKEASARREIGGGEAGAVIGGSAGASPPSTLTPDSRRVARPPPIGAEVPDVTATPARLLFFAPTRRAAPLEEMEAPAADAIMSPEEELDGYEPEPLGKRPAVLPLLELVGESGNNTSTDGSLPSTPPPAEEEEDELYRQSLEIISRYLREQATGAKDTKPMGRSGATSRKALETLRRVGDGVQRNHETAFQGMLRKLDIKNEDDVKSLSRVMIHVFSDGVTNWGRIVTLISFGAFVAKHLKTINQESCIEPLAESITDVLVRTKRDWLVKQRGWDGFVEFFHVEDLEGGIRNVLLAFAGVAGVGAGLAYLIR
Cdc42 wt – modulators of GTP binding to wildtype Cdc42, primary screen, biochemical, multiplex bead flow cytometry, Bodipy-GTP | Cell division control protein 42 homolog (Homo sapiens), P60953 | 190,000 tested, 0.2% active | GST-Cdc42 beads; actives lie on both sides | percent activity (GTP binding), % at 10 µM | AID 761, 2007;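 active = percent activity GTP binding at least 20 points away from the 100% baseline, either down as inhibitor or up as activator; inconclusive = compound flagged as likely green fluorescent from well-wide comparison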;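 also: median bead fluorescence of bound Bodipy-FL-GTP at 100 nM; 0% = excess unlabeled GTP control and 100% = no compound control; below 100% means less GTP binding so inhibitor and above means activator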
Target sequence (P60953 whole entry, looked up): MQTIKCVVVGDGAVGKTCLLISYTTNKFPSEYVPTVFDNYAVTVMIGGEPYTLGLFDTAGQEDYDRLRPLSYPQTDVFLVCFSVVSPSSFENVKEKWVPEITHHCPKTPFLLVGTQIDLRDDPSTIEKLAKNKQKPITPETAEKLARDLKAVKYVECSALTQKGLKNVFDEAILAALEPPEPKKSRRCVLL
Rac1 mut GTP – GTP binding modulators of activated mutant Rac1, primary screen, biochemical, bead-based flow cytometry, multiplex, fluorescent GTP; GST-Rac1 activated beads; actives lie on both sides; 100% means binding = to untreated wells; percent activity (GTP binding), % at 10 µM; 190,000 tested, 0.11% active; AID 764, 2007;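 active = GTP binding at least 20 percentage points away from the 100% baseline, in either direction, so actives lie on both sides; inconclusive = Compound likely fluorescent itself, or too few beads counted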
Mcl1-Bid inh – Mcl-1/Bid binding inhibitors, primary screen, biochemical, TR-FRET, 1536-well. 220,000 tested, 0.97% active. Induced myeloid leukemia cell differentiation protein Mcl-1 (Homo sapiens), Q07820. inhibition, % at 21.7 µM. TR-FRET Mcl-1/Bid-Dy647 peptide binding;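 active = compounds that cut the binding signal by more than half at the single screening dose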;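 also: His-tagged Mcl-1 with europium anti-His antibody binding Bid BH3 peptide; 0% = Mcl-1 plus peptide wells and 100% = peptide-only wells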
Rab2 wt GTP – modulators of GTP binding to Rab2A wildtype, primary screen, biochemical, dog, bead-based flow cytometry, multiplex | Ras-related protein Rab-2A (Canis lupus familiaris), P61105 | GST-Rab2 wt beads, Bodipy-GTP binding | GTP binding activity, % at 10 µM | 190,000 tested, 0.19% active | AID 760, 2007;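 active = GTP binding activity at least 20 points away from 100%, either lowered or raised; inconclusive = signal likely due to the compound's own green fluorescence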;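 also: 0% = beads with excess unlabeled GTP and 100% = no-compound control corrected for plate trend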
Rab7 wt GTP bind – modulators of GTP binding to Rab7, primary screen, biochemical, wildtype, multiplex bead flow cytometry | Rab7 GTPase wild type (dog), Bodipy-FL-GTP binding | GST-Rab7 beads, fluorescent GTP binding; actives lie on both sides; untreated = 100%, excess cold GTP = 0% | GTP binding activity (percent of control), % at 10 µM | 190,000 tested, 0.055% active;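 active = fluorescent GTP binding to Rab7 beads changed by at least 20 points from the 100% baseline, either direction, mostly lower; inconclusive = compound itself probably fluorescent, or too few beads counted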;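 also: median green fluorescence of bound Bodipy-FL-GTP per Rab7 bead population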
HRas wt GTP – modulators of GTP binding to HRas wildtype, primary screen, biochemical, bead-based flow cytometry, multiplex. GTPase HRas (Homo sapiens), P01112. GST-Ras wt beads, Bodipy-FL-GTP binding; actives lie on both sides. GTP binding activity, % at 10 µM. 190,000 tested, 0.14% active;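 active = GTP binding activity at least 20% away from the 100% baseline, either lowered as inhibitor or raised as activator; inconclusive = flagged as likely green fluorescent, judged across all proteins in the well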;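 also: 0% = unlabeled GTP competition control and 100% = no-compound control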
Target sequence (P01112 whole entry, looked up): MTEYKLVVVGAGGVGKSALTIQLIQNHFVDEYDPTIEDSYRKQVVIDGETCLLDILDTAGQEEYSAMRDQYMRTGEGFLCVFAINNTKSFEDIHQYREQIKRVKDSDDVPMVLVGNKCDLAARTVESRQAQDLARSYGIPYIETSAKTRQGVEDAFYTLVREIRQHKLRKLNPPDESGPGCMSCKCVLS
Avidin fluor – green autofluorescence of compounds with avidin beads – biophysical, 488/530 nm, flow cytometry, artefact control, profiling panel | compound fluorescence 488/530 nm; hits give high values | fluorescence (KMESF) at 10 µM | 220,000 tested, 0.38% active | AID 1775, 2009; in the data active = fluorescence above about 47; also: inactives centre near 10
Rac1 wt modul – wildtype Rac1 GTP binding modulators, primary screen, biochemical, GST-Rac1 beads, flow cytometry, multiplex; fluorescent GTP binding; actives lie on both sides; 0 = cold GTP competed, 100 = untreated; GTP binding activity (% of control), % at 10 µM; 190,000 tested, 0.27% active; Ras-related C3 botulinum toxin substrate 1 (Homo sapiens), P63000;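 active = GTP binding activity at least 20 points away from the 100% control level, either lower or higher; inconclusive = compound flagged as likely green fluorescent, judged across all proteins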
Bim-Mcl-1 – inhibitors of Bim peptide binding to Mcl-1, primary screen, biochemical, bead-based flow cytometry, multiplex; Induced myeloid leukemia cell differentiation protein Mcl-1 (Homo sapiens), Q07820; Bim peptide-Mcl-1 binding; inhibition, % at 10 µM; 190,000 tested, 0.1% active; in the data active = inhibition above about 40%;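 also: 0% = no compound tracer wells and 100% = peptide blocker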
Pf gametocyte – late stage P. falciparum gametocyte viability inhibitors, primary screen, ATP luminescence, HTS | P. falciparum stage V gametocytes, 24 h | inhibition, % at 10.9 µM | 150,000 tested, 0.065% active;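 active = inhibition above the mean plus 3 SD of compounds within the control limits, set per campaign, cut at about 38% in these data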;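 also: 0% = DMSO wells and 100% = medium only without gametocytes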
* = called active by the depositor; ? = inconclusive; . = no result given.

SMILES	Mcl1 Noxa PPI	Cdc42 wt	Rac1 mut GTP	Mcl1-Bid inh	Rab2 wt GTP	Rab7 wt GTP bind	HRas wt GTP	Avidin fluor	Rac1 wt modul	Bim-Mcl-1	Pf gametocyte
Cc1cccc(NC(=O)NCC(c2ccco2)N2CCCCC2)c1 (centres undefined)	12	98	97	-29	98	99	99	13	101	-4	-19
Cc1ccccc1NC(=O)C(=O)c1cn(C)c2ccccc12	-1	101	101	-8	99	97	99	10	99	6	13
Cc1cc(C(=O)NC(C)c2ccccc2)c2cc(F)ccc2n1 (centres undefined)	0	104	97	-41	97	95	97	9	95	0	0
Cc1ccc(NC(=O)CCC(=O)NNC(=O)c2cccs2)cc1C	-1	93	98	-22	96	95	93	7	100	2	.
COc1ccc(N2CCN(C(=O)c3ccc(OCC4CCCO4)cc3)CC2)cc1 (centres undefined)	25	94	97	-106	94	96	96	15	97	3	-6
O=C(NCc1cccs1)C1CC(=O)N(c2ccc(F)cc2)C1 (centres undefined)	-7	104	101	0	103	101	104	33	103	0	16
CCCc1nc2sc3c(c2c(=O)[nH]1)CCCC3	-1	95	95	-10	99	97	96	11	97	2	1
CC(C)NC(=S)N/N=C/c1ccccc1[N+](=O)[O-]	-13	94	93	-16	97	103	96	20	93	-2	.
CCOC(=O)C1C(c2ccc(O)c(OC)c2)NC(=S)NC1(O)C(F)(F)F (centres undefined)	-3	101	102	-11	100	101	101	3	104	-4	-21
CC(C)c1ccc(-c2nnn(CCC#N)n2)cc1	-12	99	97	-31	98	97	98	12	98	0	10
O=C1CC(=O)N(Cc2ccco2)C(=O)N1	14	99	94	-47	96	98	96	6	96	-1	7
O=C(CSc1ccccc1)N[C@@H](Cc1ccccc1)C(=O)O	-6	90	90	-2	92	102	93	5	90	-2	.
COc1ccc(Cl)cc1S(=O)(=O)N1CCN(c2ccc(F)cc2)CC1	7	102	102	-29	101	99	101	8	111	-1	.
O=C1OC(C(=O)Nc2nccs2)Cc2ccccc21 (centres undefined)	-17	103	103	-59	104	97	102	6	102	11	-21
O=C(c1cccnc1)N1CCN(S(=O)(=O)c2ccc(S(=O)(=O)N3CCCC3)cc2)CC1	4	96	94	-3	96	100	100	7	99	2	13
CC(NC(=O)Cc1ccc(-c2ccccc2)cc1)c1ccccc1 (centres undefined)	17	98	96	7	96	96	97	358*	100	11	.
Cn1cc(/C=C2\SC(=S)N(NC(=O)c3ccccc3Cl)C2=O)c2ccccc21	-2	?	?	-28	?	?	?	4	?	2	3
COc1cc(/C=N/NC(N)=O)ccc1OCC(=O)N1C(C)CCCC1C (centres undefined)	0	98	95	-1	97	97	97	10	101	0	.
CC1CCN(S(=O)(=O)c2ccc3[nH]c(=O)c(=O)[nH]c3c2)CC1	9	111	103	-8	109	100	106	15	105	-4	2
Cc1nc2ccc(NC(=O)Cc3ccsc3)cc2s1	20	101	100	-3	101	102	103	22	103	-3	-25
Cc1ccc(C)c(-n2cc(CNCCc3cnccn3)c(-c3ccccc3)n2)c1	4	98	98	-36	97	96	97	6	104	-3	-4
COc1cccc(-n2nnnc2S(C)(=O)=O)c1	8	72*	70*	4	85	92	90	15	85	-4	.
CCOc1cccc(CNCc2ccc(C(=O)O)cc2)c1	9	97	96	10	96	94	93	9	96	-8	.
O=C(Nc1c2c(nn1-c1ccccc1)CSC2)c1ccc(N2C(=O)CCC2=O)cc1	5	98	97	-24	101	107	104	25	100	3	4
O=c1cc(N2CCN(c3ccccc3F)CC2)[nH]c(=O)n1-c1ccc(Br)cc1	5	100	100	-31	100	103	100	7	105	0	.
Cc1ccc(SCC(=O)N2N=CCC2c2ccccc2)cc1 (centres undefined)	15	101	96	1	100	97	100	10	104	-4	20
CC1=C(C(=O)Nc2ccc(C)cc2C)C(c2ccc(Cl)cc2)n2nc(C(=O)OC(C)C)nc2N1 (centres undefined)	2	102	100	-8	100	102	100	11	106	-4	.
COc1ccccc1OCC(O)Cn1c(=N)n(Cc2ccccc2)c2ccccc21 (centres undefined)	24	102	96	-9	97	96	99	6	99	0	-2
Cc1[nH]nc2c1C(c1cccnc1)N(c1ccc(Br)cc1)C2=O (centres undefined)	4	98	97	-14	96	94	97	6	99	-8	-11
Nc1nc(SCc2ccccc2)[nH]c(=O)c1-c1ccccc1	5	104	97	-23	100	99	101	12	101	-2	-1
O=C(CN(c1ccc2c(c1)OCCO2)S(=O)(=O)c1ccccc1)Nc1ccc2c(c1)OCO2	7	107	101	-7	107	105	105	8	105	0	-6
O=C(NNC(=O)c1ccc([N+](=O)[O-])cc1Cl)c1ccncc1	12	100	98	-23	97	100	98	16	103	-3	-10
CCn1c(SCC(=O)Nc2ccc3c(c2)OCO3)nc2c1c(=O)n(C)c(=O)n2C	9	97	98	-45	96	96	99	12	98	2	.
O=C(NN1C(=O)C2C3c4ccccc4C(c4ccccc43)C2C1=O)c1ccccc1 (centres undefined)	17	101	97	3	97	97	99	21	101	-4	-7
CC(=O)Nc1ccc(NC(=O)COC(=O)C2c3ccccc3Oc3ccccc32)cc1	-3	92	93	0	94	90	93	9	91	10	-2
COc1ccc(N(C(=O)C(C)C)S(=O)(=O)c2ccc(Cl)cc2)cc1	0	104	98	5	100	101	102	17	102	-4	-40
COc1ccccc1-c1ccc(=O)n(CC(=O)NCc2cccs2)n1	-3	97	94	4	101	110	100	9	97	0	9
O=C(CSc1nnc(-c2ccccn2)n1Cc1ccccc1)Nc1ccc2c(c1)OCO2	13	106	100	-28	102	102	103	12	107	-4	2
O=C(Nc1ccccc1C(=O)N1CCN(c2ccccc2)CC1)c1ccco1	10	101	101	6	99	98	99	15	103	0	3
Cc1cc2nc(-c3ccc(SCc4ccccn4)nc3)[nH]c2cc1C	34	92	95	28	96	104	98	19	88	-2	10
CCn1cc([N+](=O)[O-])c(C(=O)N2CCN(C(=O)c3ccco3)CC2)n1	-9	98	101	0	96	98	99	1	106	0	8
CNC(=S)N(CCc1c(C)[nH]c2ccc(C)cc12)Cc1cccs1	-6	92	94	-41	95	102	96	24	96	-2	13
O=C1CC(C(=O)Nc2cc(Cl)ccc2Cl)n2ncnc2N1 (centres undefined)	-6	99	96	-25	98	103	99	12	103	-1	5
COC(=O)c1cccc([N+](=O)[O-])c1CN1CCCC(C(N)=O)C1 (centres undefined)	14	93	97	-16	97	96	94	24	99	0	18
CC1CC(C)CN(c2nc3c(c(=O)n(C)c(=O)n3C)n2C)C1 (centres undefined)	-2	96	97	-14	98	98	98	17	96	0	.
O=S(=O)(c1ccccc1)N1CCN(Cc2cccc(Cl)c2)CC1	16	102	99	15	101	101	102	36	100	-4	.
CNCc1c(OCc2ccccc2F)ccc2ccccc12	19	102	97	1	103	105	101	14	105	0	.
COc1ccccc1-n1c(SCC(=O)N2CCCC2)nc2cccnc21	-8	101	98	-9	98	97	100	25	102	-1	10
COc1cccc(/C=C/C(=O)Nc2ccc3nc4n(c(=O)c3c2)CCCC4)c1OC	21	84	89	-6	87	101	86	3	82	6	17
Cc1nnc(N/N=C/c2ccc(O)c([N+](=O)[O-])c2)[nH]c1=O	19	90	92	-14	86	91	87	7	84	2	-3
CCOC(=O)c1sc(NC(=O)CSc2nc(-c3ccco3)cc(C(F)(F)F)n2)c(C#N)c1C	25	90	89	23	90	93	93	8	91	0	3
FC(F)(F)c1nnc(-c2ccccc2)nc1Sc1ccccc1	-1	97	91	-36	96	101	99	6	103	-1	5
COc1ccc(CNc2nc3nc(-c4ccccc4)cc(=O)n3[nH]2)cc1OC	4	97	93	-1	96	96	98	8	98	-1	12
CCOC(=O)CN=C/C(C(=O)Nc1nccs1)=C(/C)O	9	103	98	-20	98	102	99	9	100	3	.
O=C(O)c1ccc(Cl)c(S(=O)(=O)Nc2cccc(C(=O)Nc3cccc(C(F)(F)F)c3)c2)c1	24	89	90	-1	92	93	93	11	93	-1	-8
CCS(=O)(=O)Nc1ccc2c(c1)N(C(C)=O)c1ccccc1CC2	-6	105	100	-8	104	104	108	13	106	0	0
COc1ccc(NC(=O)CN(c2ccc(C)cc2)S(C)(=O)=O)c(OC)c1	-17	104	99	-1	101	102	104	7	101	2	.
CCC(C)(c1nnnn1-c1c(C)cccc1C)N(N=O)c1ccccc1Cl (centres undefined)	-18	95	96	8	93	99	94	11	97	-6	-2
COc1cccc(/C=N\NC(=O)c2sc(N)nc2C)c1OC	13	101	101	-5	100	98	101	6	107	0	-31
CC(=O)Nc1c(C(=O)N2CCN(c3ccccn3)CC2)cnn1-c1ccc(C)cc1	-2	104	102	1	101	101	103	4	106	-1	16

Next part.
SMILES	Mcl1 Noxa PPI	Cdc42 wt	Rac1 mut GTP	Mcl1-Bid inh	Rab2 wt GTP	Rab7 wt GTP bind	HRas wt GTP	Avidin fluor	Rac1 wt modul	Bim-Mcl-1	Pf gametocyte
O=C(O)c1cnc(-c2ccccc2)nc1Oc1ccccc1	21	95	90	2	94	96	94	9	96	-3	.
O=C(CSc1nnc(-c2c[nH]c3ccccc23)o1)c1ccccc1	-8	94	97	-14	100	103	98	26	99	-1	.
CCOCCCNCc1ccc(OC)cc1	4	103	99	44	100	99	100	10	100	0	.
CCNc1ccc(S(=O)(=O)N(C)C)cc1NCC(=O)Nc1ccccc1F	9	97	96	-69	98	101	100	13	102	1	.
O=C1CC(N2CCC(C(=O)N3CCCCC3)CC2)C(=O)N1 (centres undefined)	8	104	101	-22	101	99	101	21	104	0	1
COc1ccc(-c2nc(CS(=O)(=O)CC(=O)Nc3ccc(Cl)cc3)c(C)o2)cc1	1	101	99	-9	100	100	97	6	100	-1	.
